HT1080 IDH1KD tx: qHTS for induction of synthetic lethality in tumor cells producing 2HG: qHTS for the HT-1080-IDH1KD cell line; HT-1080 IDH1 knockdown viability, ATP luminescence, 48 h; Potency, µM (series often up to 46.1 µM), for inactives: top-dose activity, negative = toxicity, usual class: cytotoxic; 360,000 tested, 2% active; AID 686971, 2013;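 note: potency is the fitted concentration of half-maximal effect; 0% = DMSO wells and -100% = cell-free medium wells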
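IDH1KD HT-1080 cells, 750/well, RPMI + 5% FBS; compound pinned after 2 h settling; 48 h, 37 °C; CellTiter-Glo luminescence; % activity normalised to DMSO and no-cell wells; curves fitted, classed by r2 and efficacy.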
IL1B secr inh: qHTS for Inhibitors of Inflammasome Signaling: IL-1-beta AlphaLISA Primary Screen; activity change, % at 57.5 µM; THP-1 LPS/ATP IL-1B secretion, AlphaLISA, 16 h; active compounds read low; 360,000 tested, 4.7% active; in the data active = activity change below about -50%; inconclusive = mostly about -30% to -49%; note: % is set by controls: 0 for no effect and ±100 for the full control effect
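Secreted IL-1B measured by AlphaLISA bead assay after 16 h compound exposure of THP-1 cells; compounds (final up to 57.5 uM) added 1 h before LPS (250 ng/mL) and ATP (1.25 mM) stimulation; lower signal means less secretion.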
GLP1R ag: qHTS of GLP-1 Receptor Agonists | HEK293 GLP-1R CRE-luciferase, luminescence, 4-6 h; cells express a hypersensitive GLP-1R form | Glucagon-like peptide 1 receptor (Homo sapiens), P43220 | Potency, µM (doses to about 45.6 µM), for the others: at the top dose activation, most hits filed as activators | 380,000 tested, 0.007% active | AID 624172, 2012; note: potency is the fitted concentration of half-maximal effect; % of control where 0% means no effect
Target sequence (P43220 whole entry, looked up): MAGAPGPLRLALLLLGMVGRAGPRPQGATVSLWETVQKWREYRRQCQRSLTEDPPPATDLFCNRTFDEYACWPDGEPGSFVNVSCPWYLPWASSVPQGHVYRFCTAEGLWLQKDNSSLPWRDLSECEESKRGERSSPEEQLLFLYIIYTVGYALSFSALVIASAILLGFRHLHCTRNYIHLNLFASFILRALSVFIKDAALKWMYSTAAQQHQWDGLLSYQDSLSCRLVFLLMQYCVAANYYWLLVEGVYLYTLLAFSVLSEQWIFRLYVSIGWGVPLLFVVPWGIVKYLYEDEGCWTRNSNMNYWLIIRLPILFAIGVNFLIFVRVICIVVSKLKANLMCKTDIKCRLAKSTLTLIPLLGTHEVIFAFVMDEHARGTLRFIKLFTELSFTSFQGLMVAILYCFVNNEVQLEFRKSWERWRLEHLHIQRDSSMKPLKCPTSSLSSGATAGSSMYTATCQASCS
KB-V1 cytotox: qHTS assay for MDR1-selective chemotherapeutics: Primary screen using the drug-selected MDR subline cells KB-V1; KB-V1 MDR cells viability, CellTiter-Glo, 72 h; Potency, µM (top dose mostly 46.1 µM), for the others: at the highest dose activity change, negative = cytotoxicity, actives largely listed as cytotoxic; 400,000 tested, 3.4% active; note: potency is the fitted concentration of half-maximal effect; % is set by controls: 0 for no effect and ±100 for the full control effect; nearly all actives have a fitted effect of over 60% in size
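Cells of the MDR subline KB-V1 are plated, dosed with compound at multiple concentrations, and incubated 72 h at 37 degrees C; CellTiter-Glo is then added and luminescence read after 10 min.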
D3 antag: qHTS of D3 Dopamine Receptor Antagonist: qHTS. D(3) dopamine receptor (Homo sapiens), P35462. D3R cells, DiscoveRx beta-arrestin luminescence, antagonist mode; active compounds read low. max response, negative = inhibition, %. 360,000 tested, 2.5% active. AID 652054, 2013; in the data active = max response below about -50%; inconclusive = no clear call, values can overlap the other calls; note: % is set by controls: 0 for no effect and ±100 for the full control effect; mostly tested at two doses, the higher about 12 µM
Target sequence (P35462 whole entry, looked up): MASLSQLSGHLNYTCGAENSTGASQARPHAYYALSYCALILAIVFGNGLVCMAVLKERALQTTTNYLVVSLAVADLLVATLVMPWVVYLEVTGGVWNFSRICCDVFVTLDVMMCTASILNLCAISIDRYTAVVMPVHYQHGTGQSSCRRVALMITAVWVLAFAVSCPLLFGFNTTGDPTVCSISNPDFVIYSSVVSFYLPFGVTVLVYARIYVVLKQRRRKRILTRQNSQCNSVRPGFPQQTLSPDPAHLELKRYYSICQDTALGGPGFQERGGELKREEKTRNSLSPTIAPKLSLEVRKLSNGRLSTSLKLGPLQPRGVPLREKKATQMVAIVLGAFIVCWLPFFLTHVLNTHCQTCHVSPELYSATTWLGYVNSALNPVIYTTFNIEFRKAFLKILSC
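Cells plated overnight at 1500 cells/well, then exposed to library compounds with dopamine controls for 90 minutes at 37 degrees C. DiscoveRx reagent added for 30–60 minutes at room temperature; luminescence read, quantitative HTS format.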
DRD3 agonist: qHTS of D3 Dopamine Receptor Agonist: qHTS. D(3) dopamine receptor (Homo sapiens), P35462. D3R DiscoveRx beta-arrestin cells, luminescence, 90 min. max activation, %. 410,000 tested, 0.58% active; in the data active = max activation above about 30%; note: 0% is about no effect; mostly tested at two doses, the higher about 12 µM
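Agonist-mode cell screen: cells plated at 1500/well and incubated overnight at 37 °C, then exposed to library compounds for 90 min at 37 °C. Detection reagent was added for 30–60 min at room temperature, and luminescence was read.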
HT1080-NT tox: qHTS for induction of synthetic lethality in tumor cells producing 2HG: qHTS for the HT-1080-NT fibrosarcoma cell line; 360,000 tested, 1.6% active; Potency, µM (top dose mostly 46.1 µM), for inactives: at the top dose activity, negative = less viability, actives largely listed as cytotoxic; HT-1080-NT fibrosarcoma viability, CellTiter-Glo ATP luminescence, 48 h;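 note: NT is the 2HG producing partner of a matched IDH1 knockdown line; potency is the fitted concentration of half-maximal effect; 0% = DMSO-treated cells and -100% = media-only wells without cells; nearly all actives have a fitted effect of over 55% in size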
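750 cells/well, RPMI + 5% FBS; 2 h settle, compound pin-transfer, 48 h at 37 degrees C. CellTiter-Glo 10 min RT, luminescence. Normalized to DMSO and media-only wells.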
SW480 rerep: A quantitative high throughput screen for small molecules that induce DNA re-replication in SW480 colon adenocarcinoma cells; 340,000 tested, 1.8% active; AID 624297, 2012; SW480 DNA re-replication, Hoechst DNA content imaging, 48 h; Potency, µM (doses to about 46.1 µM), without a hit: top-dose re-replication activation, most hits filed as activators; note: potency is the fitted concentration of half-maximal effect; % of control where 0% means no effect; nearly all actives have a fitted effect of over 55% in size
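SW480 cells exposed to compounds for 48 hr at 37 C, 5% CO2, then Hoechst-stained 40 min. Nuclear DNA content imaged by fluorescence scanning (405 nm excitation, 500-530 nm emission); re-replication scored as increased high-intensity nuclei.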
KB-3-1 tox: qHTS assay for MDR1-selective chemotherapeutics: Primary screen using the parental adenocarcinoma cell KB-3-1; AID 1347075, 2019; KB-3-1 viability, CellTiter-Glo ATP luminescence, 72 h; 400,000 tested, 1.4% active; Potency, µM (doses to about 46.1 µM), for inactives: top-dose activity change, negative = cytotoxic, hits mostly cytotoxic; note: potency is the fitted concentration of half-maximal effect; % is set by controls: 0 for no effect and ±100 for the full control effect; nearly all actives have a fitted effect of over 60% in size
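Parental KB-3-1 adenocarcinoma cells in phenol-red-free DMEM with 10% FBS were pin-treated with compounds at several concentrations, incubated 72 h at 37 °C, and viability read by CellTiter-Glo luminescence; concentration-effect curves were fitted after normalization.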
* = called active by the depositor; [ ] = remark or other dose. Unless noted, calls come from the whole dose curve; as a rule, active = well fitted curve in the direction sought with a large enough effect; inconclusive = small, poorly fitted or top-dose-only effect, or another doubt; inactive = no such curve, though single readings can be large; an effect the other way counts as inactive or inconclusive.

What do the screens show for `COc1cccc(C(=O)Nc2ccc(S(=O)(=O)NCc3ccco3)cc2)c1`?
HT1080 IDH1KD tx: -10%; IL1B secr inh: 4; GLP1R ag: -6%; KB-V1 cytotox: 6%; D3 antag: -5; DRD3 agonist: -6; HT1080-NT tox: -2%; SW480 rerep: 15%; KB-3-1 tox: 9%

Results for Cc1ccc(NC(=S)NCCSc2ccc(Cl)cc2)cc1 ?
HT1080 IDH1KD tx: inconclusive; IL1B secr inh: -91*; GLP1R ag: 9%; KB-V1 cytotox: -26%; D3 antag: -13; DRD3 agonist: -6; HT1080-NT tox: -18%; SW480 rerep: 0%; KB-3-1 tox: -9%

Results for CCn1nc(NC(=O)C(C)(C)C)c2cc3cccc(C)c3nc21 ?
HT1080 IDH1KD tx: -4%; IL1B secr inh: 12; GLP1R ag: 6%; KB-V1 cytotox: 1%; D3 antag: 8; DRD3 agonist: 6; HT1080-NT tox: 0%; SW480 rerep: inconclusive; KB-3-1 tox: -1%

What do the screens show for `O=C(O)CCCCCNC(=O)/C(=C\c1ccco1)NC(=O)c1ccco1`?
HT1080 IDH1KD tx: 5%; IL1B secr inh: 11; GLP1R ag: -6%; KB-V1 cytotox: -2%; D3 antag: 8; DRD3 agonist: 2; HT1080-NT tox: 4%; SW480 rerep: -8%; KB-3-1 tox: 0%

How did CCOC(=O)c1ccc(-c2n[nH]c(=O)c3ccccc23)cc1 do in these assays?
HT1080 IDH1KD tx: 2%; IL1B secr inh: 0; GLP1R ag: -14%; KB-V1 cytotox: 13%; D3 antag: -22; DRD3 agonist: -4; HT1080-NT tox: 8%; SW480 rerep: -2%; KB-3-1 tox: 5%

What do the screens show for `CCCCn1c(N)c(N(CC)C(=O)CSc2nnnn2-c2cc(C)ccc2C)c(=O)[nH]c1=O`?
HT1080 IDH1KD tx: 1%; IL1B secr inh: -14; GLP1R ag: 5%; KB-V1 cytotox: inconclusive; D3 antag: -4; DRD3 agonist: 4; HT1080-NT tox: -2%; SW480 rerep: 4%; KB-3-1 tox: -7%

Results for CCOc1ccc(NC(=O)c2cnn(-c3ccc(C)c(Cl)c3)c2C2CCNCC2)cc1 ?
GLP1R ag: -2%; KB-V1 cytotox: inconclusive; DRD3 agonist: -1; KB-3-1 tox: -9%

How did Cc1cccc(NC(=O)NCc2ccccn2)c1 do in these assays?
HT1080 IDH1KD tx: 8%; IL1B secr inh: 12; GLP1R ag: -2%; KB-V1 cytotox: -1%; D3 antag: -8; DRD3 agonist: -6; HT1080-NT tox: 17%; SW480 rerep: -2%; KB-3-1 tox: -2%

What do the screens show for `Cc1nc(SCc2nc3c([N+](=O)[O-])cccc3[nH]2)c2oc3ccccc3c2n1`?
GLP1R ag: 10%; KB-V1 cytotox: -12%; SW480 rerep: inconclusive; KB-3-1 tox: -11%

What do the screens show for `N/C(COc1cccc(Cl)c1)=N\O`?
HT1080 IDH1KD tx: 0%; IL1B secr inh: 5; GLP1R ag: -12%; KB-V1 cytotox: -7%; D3 antag: 15; DRD3 agonist: -6; HT1080-NT tox: -3%; SW480 rerep: -5%[9.22 µM]; KB-3-1 tox: 1%

Results for O=[N+]([O-])c1ccc(Cl)cc1Sc1ccccn1 ?
HT1080 IDH1KD tx: 0%; IL1B secr inh: 0; GLP1R ag: 2%; KB-V1 cytotox: 0%; D3 antag: -17; DRD3 agonist: -3; HT1080-NT tox: -2%; SW480 rerep: 2%; KB-3-1 tox: 9%

What do the screens show for `CC(C)(C)NC(=O)C(c1ccco1)N(Cc1ccc(F)cc1)C(=O)c1snc(C(N)=O)c1N` (stereo not given)?
HT1080 IDH1KD tx: 2%; IL1B secr inh: -14; GLP1R ag: 1%; KB-V1 cytotox: 18µM*; D3 antag: 7; DRD3 agonist: -2; HT1080-NT tox: -4%; SW480 rerep: 0%; KB-3-1 tox: 9%

Continued (2 carried over from the part before).
Results for O=[N+]([O-])c1ccc(Cl)cc1Sc1ccccn1 ?
HT1080 IDH1KD tx: 0%; IL1B secr inh: 0; GLP1R ag: 2%; KB-V1 cytotox: 0%; D3 antag: -17; DRD3 agonist: -3; HT1080-NT tox: -2%; SW480 rerep: 2%; KB-3-1 tox: 9%

What do the screens show for `CC(C)(C)NC(=O)C(c1ccco1)N(Cc1ccc(F)cc1)C(=O)c1snc(C(N)=O)c1N` (stereo not given)?
HT1080 IDH1KD tx: 2%; IL1B secr inh: -14; GLP1R ag: 1%; KB-V1 cytotox: 18µM*; D3 antag: 7; DRD3 agonist: -2; HT1080-NT tox: -4%; SW480 rerep: 0%; KB-3-1 tox: 9%

What do the screens show for `CC(C)[C@H](NC(=O)c1ccccc1Cl)C(=O)OCC(=O)Nc1ccc(S(=O)(=O)N2CCOCC2)cc1`?
HT1080 IDH1KD tx: 0%; IL1B secr inh: 0; GLP1R ag: 11%; KB-V1 cytotox: -6%; D3 antag: -7; DRD3 agonist: 2; HT1080-NT tox: -7%; SW480 rerep: 8%; KB-3-1 tox: inconclusive

What do the screens show for `Cc1nc2cc3nc(C)sc3cc2s1`?
HT1080 IDH1KD tx: 8%; IL1B secr inh: -14; GLP1R ag: 12%; KB-V1 cytotox: -3%; D3 antag: -8; DRD3 agonist: -14; HT1080-NT tox: 8%; SW480 rerep: -4%; KB-3-1 tox: 13%

How did CSc1ccc(C2Nc3ccccc3-c3cc(C)nn32)cc1 (stereo not given) do in these assays?
HT1080 IDH1KD tx: -25%; IL1B secr inh: 0; GLP1R ag: 7%; KB-V1 cytotox: 0%; D3 antag: 24; DRD3 agonist: 7; HT1080-NT tox: -22%; SW480 rerep: 0%; KB-3-1 tox: -9%

Results for Cc1ccccc1N1C(=O)C(Oc2ccc(Cl)cc2)C1CNCCCOC(C)C (stereo not given) ?
HT1080 IDH1KD tx: 16µM*; IL1B secr inh: -91*; GLP1R ag: 7%; KB-V1 cytotox: 0%; D3 antag: 6; DRD3 agonist: -23; HT1080-NT tox: 16µM*; SW480 rerep: 16%; KB-3-1 tox: -22%

Results for Cc1cccc(C)c1NC(=O)COC(=O)c1ccccc1[N+](=O)[O-] ?
HT1080 IDH1KD tx: -5%; IL1B secr inh: 18; GLP1R ag: 14%; KB-V1 cytotox: inconclusive; D3 antag: -13; DRD3 agonist: 4; HT1080-NT tox: 4%; SW480 rerep: -3%; KB-3-1 tox: 2%

Results for Cc1ccc(S(=O)(=O)N2CCC(=O)N(CCOC(=O)NCc3ccccc3)CC2)cc1 ?
HT1080 IDH1KD tx: 17%; IL1B secr inh: -6; GLP1R ag: -3%; KB-V1 cytotox: -5%; D3 antag: 0; DRD3 agonist: -9; HT1080-NT tox: 18%; SW480 rerep: 1%; KB-3-1 tox: -10%

How did CC(C)C[C@@]12C(=O)N(c3cccc(Br)c3)C(=O)N1[C@H](c1ccc(F)cc1)[C@@H]1C(=O)N(C3CCCCC3)C(=O)[C@@H]12 do in these assays?
HT1080 IDH1KD tx: 10%; IL1B secr inh: -23; GLP1R ag: -2%; KB-V1 cytotox: 10%; D3 antag: 50; DRD3 agonist: 51*; HT1080-NT tox: 17%; SW480 rerep: -3%; KB-3-1 tox: 6%

How did CCCSc1nc2cc(C)c(C)cc2n1CC(C)O (stereo not given) do in these assays?
HT1080 IDH1KD tx: 1%; IL1B secr inh: 7; GLP1R ag: 16%; KB-V1 cytotox: inconclusive; D3 antag: 3; DRD3 agonist: 5; HT1080-NT tox: 5%; SW480 rerep: -3%; KB-3-1 tox: -8%

What do the screens show for `Nc1ccc(C(=O)OCC(=O)NC2CC2)cc1[N+](=O)[O-]`?
HT1080 IDH1KD tx: 1%; IL1B secr inh: 10; GLP1R ag: 10%; KB-V1 cytotox: 8%; D3 antag: -4; DRD3 agonist: -3; HT1080-NT tox: inconclusive; SW480 rerep: -22%; KB-3-1 tox: 0%

What do the screens show for `CC(=O)Nc1ccc(S(=O)(=O)NC2(C(F)(F)F)C(=O)Nc3c2c(=O)[nH]c(=O)n3Cc2ccccc2)cc1` (stereo not given)?
HT1080 IDH1KD tx: 14%; IL1B secr inh: 0; GLP1R ag: -22%; KB-V1 cytotox: -5%; D3 antag: -2; DRD3 agonist: -7; HT1080-NT tox: 5%; SW480 rerep: 1%; KB-3-1 tox: 0%

Structures from the list above that have two or more sulfur atoms, in the order listed:
Results for Cc1ccc(NC(=S)NCCSc2ccc(Cl)cc2)cc1 ?
HT1080 IDH1KD tx: inconclusive; IL1B secr inh: -91*; GLP1R ag: 9%; KB-V1 cytotox: -26%; D3 antag: -13; DRD3 agonist: -6; HT1080-NT tox: -18%; SW480 rerep: 0%; KB-3-1 tox: -9%

What do the screens show for `Cc1nc2cc3nc(C)sc3cc2s1`?
HT1080 IDH1KD tx: 8%; IL1B secr inh: -14; GLP1R ag: 12%; KB-V1 cytotox: -3%; D3 antag: -8; DRD3 agonist: -14; HT1080-NT tox: 8%; SW480 rerep: -4%; KB-3-1 tox: 13%
